EPAC1 antag – blocks human EPAC1 exchange factor; O95398; EPAC1 GEF assay, Rap1b-BODIPY-GDP exchange fluorescence; Potency, µM (top dose mostly 115 µM), inactives show at the highest dose activity change, negative = inhibition, usual class: inhibitors; 0.14% of 360,000 active; AID 720709;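 note: potency is the fitted concentration of half-maximal effect; plate controls were vehicle for no effect and positive control for full effect; nearly all actives have a fitted effect of over 50% in size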
Target sequence (O95398 whole entry, looked up): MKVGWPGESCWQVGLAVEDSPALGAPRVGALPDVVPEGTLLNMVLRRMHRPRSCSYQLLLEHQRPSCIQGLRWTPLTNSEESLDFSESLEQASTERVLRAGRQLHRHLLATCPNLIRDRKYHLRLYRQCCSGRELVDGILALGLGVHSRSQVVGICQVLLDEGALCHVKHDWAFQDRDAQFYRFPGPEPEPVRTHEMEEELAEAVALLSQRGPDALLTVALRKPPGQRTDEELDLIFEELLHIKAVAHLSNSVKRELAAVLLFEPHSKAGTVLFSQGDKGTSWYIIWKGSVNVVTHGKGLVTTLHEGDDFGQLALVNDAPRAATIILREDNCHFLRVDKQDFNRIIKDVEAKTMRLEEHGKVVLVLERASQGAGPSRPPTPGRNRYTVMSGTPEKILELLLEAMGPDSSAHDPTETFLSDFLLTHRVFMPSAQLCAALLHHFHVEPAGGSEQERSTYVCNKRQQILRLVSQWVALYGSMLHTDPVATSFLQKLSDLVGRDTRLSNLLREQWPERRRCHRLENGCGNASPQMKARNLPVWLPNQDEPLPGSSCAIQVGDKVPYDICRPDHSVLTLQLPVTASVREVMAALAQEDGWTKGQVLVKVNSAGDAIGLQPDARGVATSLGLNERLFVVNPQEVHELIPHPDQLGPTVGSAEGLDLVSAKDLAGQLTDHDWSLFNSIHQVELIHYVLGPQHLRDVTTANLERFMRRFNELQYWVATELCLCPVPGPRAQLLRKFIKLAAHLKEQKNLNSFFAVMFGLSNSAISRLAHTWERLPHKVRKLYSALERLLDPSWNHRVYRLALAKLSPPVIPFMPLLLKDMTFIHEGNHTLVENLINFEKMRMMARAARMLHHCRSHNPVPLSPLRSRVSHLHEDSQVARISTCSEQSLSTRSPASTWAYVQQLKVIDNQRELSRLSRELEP
PI5P4Ka inh – PI5P4K alpha (human) kinase inhibition; P48426; max response, %; PI5P4Kalpha enzyme, ADP-Glo luminescence, 60 min; hits give low values; 1.2% of 330,000 active; AID 652105; active = max response of -50% or lower; inconclusive = between -30% and -50%; inactive = -30% or higher; note: value at the top dose of about 77 µM; % is set by controls: 0 for no effect and ±100 for the full control effect
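PI5P4Kalpha ADP-Glo assay; 5 microM ATP final; 60 min RT reaction; HEPES pH 7.4/EGTA/CHAPS, 5% DMSO; controls lacking substrate or enzyme; luminescent end-point.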
EPAC2 antag – EPAC2 (human) antagonism; Q8WZA2; Potency, µM (highest dose often 114 µM), for inactives: at the top dose activity, negative = inhibition, most hits filed as inhibitors; EPAC2 GEF exchange of Rap1B-BODIPY-GDP, fluorescence; 0.18% of 360,000 active; note: potency is the fitted concentration of half-maximal effect; % is set by controls: 0 for no effect and ±100 for the full control effect; nearly all actives have a fitted effect of over 45% in size; many of its hits are not listed in these tables
WRN helicase inh – inhibitors of human WRN helicase. Q14191. WRN helicase unwinding, fluorescent forked duplex, kinetic. Potency, µM (doses to about 114 µM), without a hit: at the highest dose activity change, negative = inhibition, most hits filed as inhibitors. 0.46% of 360,000 active; note: potency is the fitted concentration of half-maximal effect; % is set by controls: 0 for no effect and ±100 for the full control effect; nearly all actives have a fitted effect of over 55% in size
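Kinetic fluorescence helicase assay: unwinding of a quenched forked DNA duplex (100 nM final) with 2 mM ATP final raises red fluorescence (525/598 nm). Compounds sat 15 min at room temperature with 20 nM WRN beforehand.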
PLK1 PBD block – blocks phosphopeptide binding to human PLK1 polo-box domain. P53350. Plk1 PBD binding of FITC phosphopeptide, fluorescence polarization. Potency, µM, inactives show max response, negative = inhibition, actives largely listed as inhibitors. 2.8% of 360,000 active; note: potency is the fitted concentration of half-maximal effect; series mostly up to about 57 µM; % is set by controls: 0 for no effect and ±100 for the full control effect; nearly all actives have a fitted effect of over 65% in size
EPAC1 agonist – activates human EPAC1 exchange factor | EPAC1 agonist qHTS, biochemical assay; response scale: 100% = response to 6.5 mM cAMP | AID 720707 | O95398 | 0.073% of 360,000 active | Potency, µM (highest dose often 154 µM), inactives show at the top dose activation, actives largely listed as activators; note: potency is the fitted concentration of half-maximal effect; nearly all actives have a fitted effect of over 60% in size
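EPAC1 100 nM, Rap1B–BODIPY-GDP 250 nM, unlabeled GDP 50 uM; compound titration; 5 min RT; kinetic read ex480/em540 at 5-min intervals ×30 min; data normalized to 6.5 mM cAMP agonist control.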
Mm-Cpn inhibitor – blocks the Methanococcus maripaludis chaperonin Mm-Cpn; purified Mm-Cpn ATPase, ADP Transcreener TR-FRET; Potency, µM (series often up to 76.9 µM), inactives show at the top dose activity, negative = inhibition, actives largely listed as inhibitors; 0.031% of 330,000 active; note: potency is the fitted concentration of half-maximal effect; % is set by controls: 0 for no effect and ±100 for the full control effect; nearly all actives have a fitted effect of over 80% in size
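ATPase read-out: TR-FRET ADP immunoassay (anti-ADP Eu cryptate vs ADP-d2), ex 320 nm, em 590/665 nm; signal drops as ADP forms. Enzyme 25 nM, ATP 10 uM, 30 min at 37°C after 10 min compound preincubation.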
CCT chaperon mod – modulators of cytosolic chaperonin (CCT/TRiC) activity; purified chaperonin ATPase assay, HTRF ADP detection, 30 min; 0.3% of 360,000 active; AID 651819; activity change, % (concentration not given with the values), hits read low; in the data active = activity change below about -30%; note: % is set by controls: 0 for no effect and ±100 for the full control effect
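ATPase activity: ADP formed was measured by HTRF Transcreener (665/615 nm ratio) after 30 min at 37 deg C with 10 uM ATP. Compounds screened at one 76 uM concentration against 40 or 20 nM TRiC in Tris pH 7.4/KCl/MgCl2/DTT buffer.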
The depositor's hits bear a star; ? = inconclusive; / = no result given; [ ] = remark or other dose. Unless noted, calls come from the whole dose curve; as a rule, active = well fitted curve in the direction sought with a large enough effect; inconclusive = small, poorly fitted or top-dose-only effect, or another doubt; inactive = no such curve, though single readings can be large; an effect the other way counts as inactive or inconclusive. Not all compounds are listed. The share of hits here may be higher or lower than overall.

SMILES	EPAC1 antag	PI5P4Ka inh	EPAC2 antag	WRN helicase inh	PLK1 PBD block	EPAC1 agonist	Mm-Cpn inhibitor	CCT chaperon mod
COc1ccc2c(c1)c1ccc3c(c1n2C)C(=O)C=CC3=O	-25%	-74*	-14%	-16%	?	-5%	-2%	-2.0
Cc1nnc(SCC(=O)NCc2ccccc2)n1-c1ccccc1	6%	-1	10%	7%	-7%	-3%	-3%	-1.5
O=[N+]([O-])c1ccc(Sc2cc[n+]([O-])c3ccccc23)c([N+](=O)[O-])c1	-2%	5	-8%	-11%	-29%	1%	3%	0.5
N#CC1=C(S)N(c2ccc(F)cc2)C(c2ccco2)NC1=O (centres undefined)	5%	-20	-1%	-9%	?	-1%	-2%	-0.1
C=Cc1ccc(Cn2c(C)c(C(=O)NCc3cccc(C(F)(F)F)c3)sc2=O)cc1	-4%	3	1%	2%[57.1 µM]	3%	-6%	/	-0.6
CCC1=[N+](CC(=O)c2ccc(C)cc2)CCn2c(C)ccc21	-8%	-16	-3%	-32%[57.1 µM]	-10%	3%	-2%	-1.6
C[C@H](CO)N1C[C@H](C)[C@H](CN(C)C(=O)c2ccccc2F)Oc2ncc(Br)cc2C1=O	20%	2	5%	2%	4%	-4%	/	1.1
COc1cc(NC(=O)CN2C(=O)C(C)N(c3ccc(C)cc3)C2=O)cc(OC)c1 (centres undefined)	-15%	-5	-8%	0%	-6%	13%	-2%	-3.0
COc1ccc(-c2cc(NC=O)c3ncc(-c4cccc(C(=O)NCCN(C)C)c4)n3c2)cc1	-20%	-3	2%	?	0%	-3%	/	-0.6
O=C(CCCCn1cnc2c(=S)nc[nH]c21)Nc1ccc(C(=O)O)cc1	-3%	?	11%	-13%	-25%	4%	/	-3.0
Cc1nc2c(o1)CCc1ccccc1C2O (centres undefined)	2%	/	11%	8%	-7%	4%	1%	-1.8
CC(=O)/C(=N\Nc1ccccc1)Sc1nnc(-c2ccccc2)n1-c1ccccc1	8%	-2	24%	3%	1%	-5%	3%	-0.6
O=[N+]([O-])c1nn(-c2cccc(Cl)c2)n(O)c1=NCc1cccnc1	-10%	-4	-10%	?	-6%	4%	-6%	-5.6
CC(=O)NCCCc1nc2ccccc2n1Cc1c(F)cccc1Cl	3%	-9	6%	2%	-3%	2%	3%	1.3
COc1ccc([N+](=O)[O-])cc1NC(=O)c1ccc(N(Cc2ccccc2C)S(C)(=O)=O)cc1	11%	17	2%	3%	-3%	2%	-2%	0.2
O=C(CCCOc1ccccc1)N1CCN(c2ccccc2)CC1	17%	0	15%	-4%	-7%	12%	0%	1.5
COC(=O)C1=CN(c2ccc(OC)cc2)C=C(C(=O)OC)C1c1cccc(F)c1	-1%	5	-15%	-10%	-2%	7%	-2%	0.1
COc1ccc(N=C2S/C(=C\c3ccc(OCC(=O)O)cc3)C(=O)N2CCc2c[nH]c3ccccc23)cc1	?	-57*	10%	?	?	19%	4%	2.4
CC(=O)Nc1cccc(-c2ccnc3c2CC(C(=O)Nc2cccc(N(C)C)c2)O3)c1 (centres undefined)	6%	0	-9%	0%	-7%	-1%	/	-0.9
CCOc1ccc(Cc2c(O)nc(SC)[nH]c2=O)cc1	-3%	-12	4%	11%	-8%	1%	/	-0.1
COCCn1c(SCC(=O)c2ccc(CNC(C)=O)o2)nc2ccccc2c1=O	-8%	3	2%	-21%	-4%	1%	-24%	3.0
Cc1cc(C)n(C(=O)c2c([N+](=O)[O-])c(C)nn2C)n1	4%	/	-6%	0%	-11%	5%	-5%	-2.5
O=C1C=C(c2cccc(Cl)c2O)C[C@@H](c2ccc(Cl)cc2)C1	-35%	-25	?	-20%	-10%	-2%	-9%	-0.1
Cc1nnc(NC(=O)c2ccc(S(=O)(=O)N3CC(C)CC(C)C3)cc2)o1 (centres undefined)	-8%	-3	6%	-30%	-11%	-3%	0%	1.5
CCN(C[C@H]1N[C@@](CC)(C(=O)OC)[C@H]2C(=O)N(Cc3ccccc3)C(=O)[C@@H]12)S(=O)(=O)c1ccc(F)cc1	2%	-2	8%	4%	1%	-3%	1%	0.0
O=C(NCc1ccccc1)c1ccc(/C=N/O)nc1	2%	/	5%	2%	-1%	0%	0%	-1.8
CN(CC(=O)NCc1ccncc1)S(=O)(=O)c1ccccc1	1%	/	0%	-3%	-5%	6%	0%	0.3
CCOc1ccccc1N1CC(C(=O)N2CCc3ccccc3C2)CC1=O (centres undefined)	-2%	?	15%	8%	3.4µM*	-2%	0%	-2.7
COc1ccc(OC)c(NS(=O)(=O)c2ccc(NC(=O)C3COc4ccccc4O3)cc2)c1 (centres undefined)	-17%	/	-5%	-16%	-1%	21%	-1%	-2.7
O=C(CSc1nc2nc(-c3cccs3)cc(C(F)(F)F)c2c(=O)[nH]1)Nc1ccc(F)c(F)c1	79µM*	-1	-22%	?	7.5µM*	-10%	-4%	0.2
COCCNC(=O)C1(C)CCCN(C(=O)c2c(F)ccc(C)c2F)C1 (centres undefined)	4%	2	12%	-4%	-2%	1%	/	0.7
COc1ccc(OC)c(C(=O)N2CCC(CCC(=O)NC3CC3)CC2)c1	-10%	0	0%	5%	-9%	16%	-1%	-0.3
O=C(O)C1=NN(c2ccccc2)C(=O)C1	-15%	-5	4%	-10%	-2%	4%	-1%	-1.9
CCNc1nc(Sc2ccc(C)cc2)cc(C(F)(F)F)n1	-11%	14	0%	1%	-14%	-2%	3%	0.1
Cc1c(C(=O)OC(C)CCN(C)C)oc2ccccc12 (centres undefined)	9%	/	4%	13%	0%	-9%	-1%	-4.3
CCNC(=O)C1(C)CCN(C(=O)c2cccc(OC(C)=O)c2C)C1 (centres undefined)	-9%	-1	5%	-4%	5%	2%	/	1.1
Cc1ccc(NC(=O)c2ccc(=O)[nH]c2)cc1S(=O)(=O)N1CCCCC1	3%	7	-8%	-6%	-9%	0%	0%	-1.8
COc1ccc(CNC(=O)C2CCCN2S(=O)(=O)c2ccccc2)cc1 (centres undefined)	4%	/	6%	-5%	-3%	2%	-1%	-1.4
COc1ccc(Cl)cc1C(=O)Nc1ccc(Br)c(C)n1	-29%	9	?	1%[57.1 µM]	24µM*	6%	0%	0.3
CCS(=O)(=O)c1ccc(O)c(NC(=O)c2cc(OC)c(OC)c(OC)c2)c1	2%	/	7%	-9%	-4%	2%	-1%	-2.0
Cc1ccc(C)c(NC(=O)C(CC(=O)O)C2CCCO2)c1 (centres undefined)	-6%	4	3%	5%	-4%	-11%	2%	-2.8
COC(=O)c1nc2cc(C)ccn2c1F	-12%	3	-1%	-2%	-5%	12%	-1%	0.3
O=C(Nc1cccc(S(=O)(=O)c2cccc(NC(=O)C3CC3)c2)c1)C1CC1	9%	/	-1%	-3%[57.1 µM]	5%	8%	3%	2.6
COc1ccc([C@H]2/C=C\CN(S(=O)(=O)c3ccc4ccccc4c3)[C@@H](C)C(=O)N2Cc2ccc(F)cc2)cc1	5%	1	10%	11%	-2%	-6%	/	-2.4
CCOC(=O)C(CC(=O)Nc1nc(C(C)=O)c(C)s1)C(C)c1ccccc1 (centres undefined)	-3%	-3	-14%	7%	-14%	10%	-7%	-1.2
O=C(N/N=C1\CC(c2ccccc2)Oc2ccccc21)c1ccccn1 (centres undefined)	-9%	-13	-7%	-3%	-6%	8%	1%	-4.7
Cc1ccc(COC[C@H](CC(C)C)N2CCN(C(=O)c3cccc(C(F)(F)F)c3)CCC2=O)cc1	-12%	9	-22%	-8%	5%	-24%	/	1.0
COc1cc(CNC2CCC(C)C2)cc(OC)c1 (centres undefined)	-3%	/	-2%	-11%	-5%	3%	-1%	-1.4

Entries of single compounds as entered above. Screens in order: EPAC1 antag, PI5P4Ka inh, EPAC2 antag, WRN helicase inh, PLK1 PBD block, EPAC1 agonist, Mm-Cpn inhibitor, CCT chaperon mod
COc1ccc(OC)c(NS(=O)(=O)c2ccc(NC(=O)C3COc4ccccc4O3)cc2)c1 (centres undefined) in the list: -17%, /, -5%, -16%, -1%, 21%, -1%, -2.7
CC(=O)Nc1cccc(-c2ccnc3c2CC(C(=O)Nc2cccc(N(C)C)c2)O3)c1 (centres undefined) in the list: 6%, 0, -9%, 0%, -7%, -1%, /, -0.9
CCOc1ccccc1N1CC(C(=O)N2CCc3ccccc3C2)CC1=O (centres undefined) in the list: -2%, ?, 15%, 8%, 3.4µM*, -2%, 0%, -2.7

Continued.
SMILES	EPAC1 antag	PI5P4Ka inh	EPAC2 antag	WRN helicase inh	PLK1 PBD block	EPAC1 agonist	Mm-Cpn inhibitor	CCT chaperon mod
Cc1oc(C(=O)O)cc1CSCc1cc(C(=O)O)c(C)o1	-2%	-18	12%	?	?	7%	-20%	-1.1
COc1ccc(C(=O)NCC(=O)NCC2COc3ccccc3O2)cc1 (centres undefined)	13%	-7	8%	1%	-8%	4%	1%	-1.0
CN(C)S(=O)(=O)Nc1ccc(Cc2ccncc2)cc1	9%	3	1%	12%	1%	7%	/	-1.2
CCCC1CC(C)(c2csc(Nc3ccc(OCC)cc3)n2)OC1=O (centres undefined)	?	4	?	-9%	-29%	-10%	-3%	0.4
O=C(NC1CC2CCCC(C1)N2C(=O)N1CCCCC1)C1CCCCC1 (centres undefined)	-2%	0	11%	-1%	-1%	-3%	1%	1.2
Cc1ccccc1CC1(CO)CCCN(C(=O)c2ccc(F)cc2)C1 (centres undefined)	5%	-2	0%	-4%	3%	-8%	-2%	-1.6
C#CCO[C@@H]1C[C@H](n2ccc(NC(=O)c3ccccc3)nc2=O)O[C@@H]1CO	-12%	0	8%	-10%	-5%	5%	-1%	1.0
CCCCCN(C(=O)CCC(=O)OCC(=O)N(CC)C1CCCCC1)c1c(N)n(CCCC)c(=O)[nH]c1=O	-7%	5	-21%	-5%	-8%	-3%	-1%	-1.4
Cc1c(Cl)cccc1NC(=O)c1ncn[nH]1	2%	5	-6%	-3%	-4%	7%	1%	0.3
CCOc1cc(Cl)c(NC(C)=O)cc1OCC	-3%	-6	-5%	1%	-4%	-12%	1%	-0.7
O=C(c1ccco1)N1CCN(c2nc3ccccc3n3nnnc23)CC1	6%	?	-5%	-17%	-12%	11%	-1%	0.5
CC1(c2ccccc2)NC(=O)N(CC#N)C1=O (centres undefined)	0%	-13	0%	-3%	-1%	-3%	0%	-2.9
CC(C)CC1NC(=O)N(CC(=O)N2CCN(S(=O)(=O)c3ccccc3)CC2)C1=O (centres undefined)	-8%	0	1%	7%	-7%	16%	0%	2.1
O=C(Nc1cc(S(=O)(=O)N2CCOCC2)ccc1Oc1ccc(F)cc1)C1=COCCO1	-19%	1	3%	-2%	-4%	6%	-1%	-2.1

Bioassay records as filed in PubChem BioAssay.
